Compound activity: PubChem, National Center for Advancing Translational Sciences (NCATS)
aGlu spleen mod – qHTS Assay for Inhibitors and Activators of Human alpha-Glucosidase From Spleen Homogenate. human spleen homogenate, 4-MU-alpha-glucoside fluorescence. Potency, µM (top dose mostly 79.9 µM), for inactives: at the highest dose activity change, negative = inhibition, hits mostly inhibitors. 0.006% of 240,000 active. AID 2112, 2009;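 also: 0% = enzyme with vehicle and -100% = no enzyme basal signal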
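Human spleen homogenate (1 ug) incubated with compounds and 1 mM 4-methylumbelliferyl-alpha-D-glucopyranoside in pH 5.0 citrate/phosphate buffer, 37 C, 40 min. Stopped at pH 10; 4-MU fluorescence (Ex 365/Em 440 nm); AC50 by Hill fit.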
Tau fluor cs – Counterscreen qHTS for Inhibitors of Tau Fibril Formation, Fluorescence Polarization; tau K18 P301L Alexa594 fluorescence, heparin fibrillization; Potency, µM (titrated, usually from 57.7 µM), for inactives: at the top dose activity change, negative = decrease; 0.93% of 280,000 active; also: % is scaled to controls: 0 for no effect and ±100 for the full control effect; nearly all actives have a fitted effect of over 55% in size
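Human tau K18 P301L (15 uM unlabeled, 0.24 uM Alexa 594-labeled) in 100 mM sodium acetate pH 7 with 20 uM heparin, 6 hr at 37 C. ThT 30 uM added, 1 hr ambient; Alexa 594 FP and total fluorescence read at 555/632 nm.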
GAA inhib – qHTS Assay for Inhibitors of Human alpha-Glucosidase as a Potential Chaperone Treatment of Pompe Disease | purified human GAA, 4-MU-alpha-glucoside fluorescence | 0.005% of 200,000 active | AID 1466, 2008 | Potency, µM (doses to about 76.9 µM), for inactives: top-dose activity change, negative = inhibition, most hits filed as inhibitors;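 also: plate controls were uninhibited enzyme wells for no effect and no-enzyme background for full effect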
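Enzyme (4 nM final) mixed with compound (up to 77 uM), then 4-MU-alpha-D-pyranoside (400 uM final) added; 20 min at room temperature, pH 5.0. Reaction stopped at pH 10, fluorescence read, AC50 derived by Hill fit.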
Epigenetic derep – Quantitative High-Throughput Screen for Regulators of Epigenetic Control; murine LDR cells, GFP reporter derepression, 30 h; Potency, µM (titrated, usually from 53.9 µM), inactives show at the top dose GFP activation, usual class: activators; 0.2% of 280,000 active; AID 1865, 2009; also: % of control where 0% means no effect; nearly all actives have a fitted effect of over 60% in size
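In this reporter-derepression format, murine cells bearing a silenced integrated CMV-GFP locus incubate with test compound (30 h, 37 C), then are washed and imaged; fluorescent objects of 20–120 um count as induced cells.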
GAA glycogen mod – qHTS Assay for Inhibitors and Activators of Human alpha-Glucosidase Cleavage of Glycogen; recombinant GAA, glycogen substrate, Amplex Red glucose oxidase fluorescence; 0.38% of 300,000 active; Potency, µM (titrated, usually from 76.4 µM), for the others: at the highest dose activity change, negative = inhibition, usual class: inhibitors; AID 2100, 2009;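 also: 0% = full enzyme reaction and -100% = no-enzyme basal signal; the screen sought inhibitors and activators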
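Natural-substrate format: glycogen cleavage by 4 nM human enzyme, glucose read by Amplex Red coupling (Ex 573, Em 610 nm). Normalized to enzyme and no-enzyme controls.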
GLA spleen mod – qHTS Assay for Inhibitors and Activators of Human alpha-Galactosidase From Spleen Homogenate; Alpha-galactosidase A (Homo sapiens), P06280; human spleen homogenate, 4MU-alpha-Gal fluorescence, 40 min; Potency, µM (titrated, usually from 80 µM), inactives show at the highest dose activity change, negative = inhibition, hits mostly inhibitors; 0.008% of 240,000 active; AID 2107, 2009;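 also: 0% = enzyme with vehicle and -100% = no enzyme basal signal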
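Inhibition or activation of alpha-galactosidase in human spleen homogenate is scored by 4-MU fluorescence after 40 min at 37C, pH 5.0, with 1 mM substrate. AC50s come from concentration-response fitted to the Hill equation.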
ALDH1A1 block – qHTS Assay for Inhibitors of Aldehyde Dehydrogenase 1 (ALDH1A1); 7.3% of 220,000 active; Potency, µM (highest dose often 75.3 µM), inactives show top-dose activity, negative = inhibition, most hits filed as inhibitors; Purified ALDH1A1, NADH fluorescence, propionaldehyde substrate; AID 1030, 2008; active = well fitted inhibition curve with a large enough effect, not every such curve was filed as active; inconclusive = small, poorly fitted or top-dose-only effect, or another doubt; inactive = no such curve, though single readings can be large or run the other way;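 also: plate controls were no enzyme wells and a reference inhibitor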
Target sequence (P00352 whole entry, looked up): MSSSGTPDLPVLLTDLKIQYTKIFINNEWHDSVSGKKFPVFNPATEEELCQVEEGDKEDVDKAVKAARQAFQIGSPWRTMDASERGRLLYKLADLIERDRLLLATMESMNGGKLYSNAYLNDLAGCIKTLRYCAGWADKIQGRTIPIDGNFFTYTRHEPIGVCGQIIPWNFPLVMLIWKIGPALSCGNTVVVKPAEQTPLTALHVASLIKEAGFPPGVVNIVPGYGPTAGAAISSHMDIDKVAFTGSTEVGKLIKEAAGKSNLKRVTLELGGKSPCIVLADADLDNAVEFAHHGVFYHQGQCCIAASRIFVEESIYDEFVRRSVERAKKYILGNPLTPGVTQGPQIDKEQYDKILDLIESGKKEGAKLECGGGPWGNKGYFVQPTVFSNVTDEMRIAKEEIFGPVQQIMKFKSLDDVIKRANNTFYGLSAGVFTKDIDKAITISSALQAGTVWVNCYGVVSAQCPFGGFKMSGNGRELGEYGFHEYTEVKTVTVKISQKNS
NPSR antagonist – qHTS Assay for Antagonists of the Neuropeptide S Receptor: cAMP Signal Transduction; Q6W5P4; CHO-NPSR cells, cAMP TR-FRET, antagonist mode; Potency, µM (top dose mostly 38.3 µM), inactives show top-dose activity change, negative = inhibition, actives largely listed as inhibitors; 1% of 220,000 active; also: % is scaled to controls: 0 for no effect and ±100 for the full control effect; nearly all actives have a fitted effect of over 50% in size; many of its hits are not listed in these tables
Target sequence (Q6W5P4 whole entry, looked up): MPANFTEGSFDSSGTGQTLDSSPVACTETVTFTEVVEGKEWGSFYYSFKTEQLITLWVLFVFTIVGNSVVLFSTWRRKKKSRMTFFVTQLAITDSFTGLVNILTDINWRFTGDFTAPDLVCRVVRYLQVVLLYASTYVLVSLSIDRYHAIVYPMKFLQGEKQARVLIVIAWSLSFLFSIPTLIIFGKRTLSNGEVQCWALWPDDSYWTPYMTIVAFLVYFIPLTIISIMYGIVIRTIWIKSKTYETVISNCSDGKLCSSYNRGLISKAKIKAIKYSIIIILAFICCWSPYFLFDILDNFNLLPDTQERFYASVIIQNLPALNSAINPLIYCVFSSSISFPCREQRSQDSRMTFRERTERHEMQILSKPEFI
Starred values were filed as active, the others as inactive; ? = inconclusive; . = no result given; [ ] = another dose, or the depositor's remark. Unless noted, calls follow the shape of the dose curve; as a rule, active = well fitted curve in the direction sought with a large enough effect; inconclusive = small, poorly fitted or top-dose-only effect, or another doubt; inactive = no such curve, though single readings can be large; an effect the other way counts as inactive or inconclusive. Potency is read from the fitted curve at half-maximal effect.

canonical_smiles	GLA spleen mod	Epigenetic derep	ALDH1A1 block	aGlu spleen mod	GAA glycogen mod	GAA inhib	Tau fluor cs	NPSR antagonist
CCc1ccccc1NC(=S)N(CCCN1CCN(C)CC1)Cc1cccs1	-10%	0.1%	5%	-9%	-19%	-14%	-1%	2%
COc1cc(/C=C2\SC(c3ccccc3)=NC2=O)cc(Cl)c1O	2%	1.1%	5µM*	0%	?	-2%	?	-55%
CC1CCCCN1CC(=O)NCc1ccc2c(c1)OCO2 (stereo unspecified)	2%	-1.0%	?	-4%	8%	10%	-5%	?
COc1ccc(CNC(=O)CCS(=O)(=O)Cc2cccc(Cl)c2)c(OC)c1	1%	0.0%	0%	-3%	-4%	-3%	-10%	15%
O=C1CC(c2ccccc2)n2ncnc2N1 (stereo unspecified)	0%	-1.1%	2%	-3%	9%	-5%	10%	-4%[46.1 µM]
O=[n+]1cc(-c2ccc(Cl)cc2)n([O-])c2c1CCC2	1%	-0.3%	11%	2%	4%	-5%	9%	-14%
CCC(=O)OCCNc1cc(Sc2nc3ccccc3s2)c2nonc2c1[N+](=O)[O-]	4%	?	8.9µM*	-2%	23%	-7%	?	?
COc1ccc(/C=C(/NC(=O)/C=C/c2ccccc2)C(=O)N2CCOCC2)cc1	7%	0.9%	5%	1%	3%	?	-2%	15%
CC(C)C(=O)N1CCN(c2cc(N3CCN(C)CC3)c(F)cc2[N+](=O)[O-])CC1	-4%	9.2%	13%	-11%	-2%	-9%	-5%	5%
CCCNC(=O)Nc1cc(OCC)c(N2CCOCC2)cc1OCC	7%	-2.4%	-3%	1%	?	?	-12%	-18%[7.67 µM]
CCC(C)NC(=O)C(CCSC)NC(=O)c1ccccc1 (stereo unspecified)	-13%	1.7%	5%	-19%	-9%	-8%	-9%	-8%[46.1 µM]
COc1ccc(/C=N/NC(=O)c2nonc2N)cc1OC	5%	-0.1%	.	2%	-11%	.	-8%	5%
O=[N+]([O-])c1ccccc1-c1ccc(C(=S)N2CCCC2)o1	13%	-0.5%	2.2µM*	3%	?	-12%	?	-8%
O=[N+]([O-])c1ccc2c(c1Nc1ccccc1Cl)=NC1(CCCCC1)N=2	-1%	7.1%	.	-1%	-3%	.	-15%	14%
Cc1sc2nc(CN(C(=O)NCc3ccccc3)C3CCCC3)[nH]c(=O)c2c1C	2%	-1.8%	.	3%	-3%	.	-3%	-20%
CC(=O)N(Cc1cccs1)Cc1cc2ccc(C)c(C)c2nc1Cl	-11%	2.5%	18µM*	-10%	-15%	-16%	-12%	-44%
O=C(NC(=O)c1cccc(Cl)c1)OC[C@@H]1CCCN2CCCCC12 (stereo partly specified)	0%	-0.5%	?	2%	-1%	-1%	-7%	-11%[46.1 µM]
COc1ccccc1NS(=O)(=O)c1ccc(Cl)c(NC(=O)CN2C(=O)c3ccccc3C2=O)c1	-7%	1.0%	-17%	-7%	8%	-5%	-30%	9%
FC(F)(F)c1cccc(NCc2cn3cccnc3n2)c1	8%	-3.2%	-7%	2%	10%	1%	-10%	-4%[46.1 µM]
Cc1nn(CC(=O)Nc2ccc(N(C)C)cc2)c(C)c1[N+](=O)[O-]	5%	0.0%	8%	-4%	-7%	1%	1%	12%
Cc1ccc(S(=O)(=O)NC(C)(C)CSc2ncccn2)cc1	-2%	-1.5%	18µM*	0%	0%	-14%	20%	14%
O=C(Cn1cnc2ccccc2c1=O)c1ccc(Br)cc1	3%	-0.7%	-3%	1%	-2%	1%	-10%	0%
Cc1nn(-c2ccccc2)c2nc3c(cc12)C(=O)CCC3	2%	0.0%	-4%	8%	-4%	-6%	-16%	5%
Cc1csc(SCC(=O)O)n1	2%	-1.6%	7%	4%	2%	-2%	5%	-23%[46.1 µM]
O=C(O)COc1ccccc1/C=N/NC(=O)c1cccc(S(=O)(=O)Nc2cccc(Cl)c2)c1	-6%	-2.9%	2%	-1%	-3%	3%	-12%	5%

The closing 6 records of the part before open the next one.
canonical_smiles	GLA spleen mod	Epigenetic derep	ALDH1A1 block	aGlu spleen mod	GAA glycogen mod	GAA inhib	Tau fluor cs	NPSR antagonist
Cc1nn(CC(=O)Nc2ccc(N(C)C)cc2)c(C)c1[N+](=O)[O-]	5%	0.0%	8%	-4%	-7%	1%	1%	12%
Cc1ccc(S(=O)(=O)NC(C)(C)CSc2ncccn2)cc1	-2%	-1.5%	18µM*	0%	0%	-14%	20%	14%
O=C(Cn1cnc2ccccc2c1=O)c1ccc(Br)cc1	3%	-0.7%	-3%	1%	-2%	1%	-10%	0%
Cc1nn(-c2ccccc2)c2nc3c(cc12)C(=O)CCC3	2%	0.0%	-4%	8%	-4%	-6%	-16%	5%
Cc1csc(SCC(=O)O)n1	2%	-1.6%	7%	4%	2%	-2%	5%	-23%[46.1 µM]
O=C(O)COc1ccccc1/C=N/NC(=O)c1cccc(S(=O)(=O)Nc2cccc(Cl)c2)c1	-6%	-2.9%	2%	-1%	-3%	3%	-12%	5%
CCOc1ccc(NC(=S)NC(=O)/C=C/c2ccc(C)cc2)c([N+](=O)[O-])c1	-1%	1.1%	?	1%	-5%	13%	-2%	?
CCN(CC)C(=O)CN(c1ccc2c(c1)OCO2)S(C)(=O)=O	2%	-0.8%	-7%	1%	-9%	-1%	2%	-11%[46.1 µM]
c1ccc2c(c1)Cc1cc(CN3CCOCC3)ccc1-2	-12%	-1.1%	4%	-23%	4%	-8%	-10%	6%[46.1 µM]
CN(Cc1ccccc1)c1nc2c(c(=O)[nH]c(=O)n2C)n1CCCc1ccccc1	4%	-1.0%	?	3%	-14%	-5%	-3%	-18%[46.1 µM]
COC(=O)CN(c1c(C)cccc1C)S(C)(=O)=O	1%	-0.2%	-4%	0%	5%	-11%	-4%	5%[46.1 µM]
COc1ccccc1OCCn1c(=O)n(C)c2ccccc21	2%	1.2%	-5%	2%	8%	?	3%	7%
O=Nc1c(O)n(Cc2c(Cl)cccc2Cl)c2ccccc12	0%	-1.5%	?	10%	-1%	1%	3%	-24%
Cn1cccc1Cc1nnc(SCC(=O)Nc2ccccc2F)n1CCc1ccccc1	1%	-1.0%	25µM*	0%	3%	5%	-13%	-11%
Cc1cccc(C)c1NC(=O)CN(C)C(C)C(=O)Nc1ccccc1-c1ccccc1 (stereo unspecified)	6%	2.6%	-1%	1%	-3%	3%	0%	-19%
O=C(CN1CCN(C(=O)c2ccccc2)CC1)Nc1ncc(Br)cc1Br	-8%	0.0%	?	?	3%	4%	15%	20%[46.1 µM]
O=C(Nc1ccc(Oc2cccc(C(F)(F)F)c2)nc1)c1cccs1	4%	-1.3%	-1%	-1%	1%	?	?	?
CCN1CCN(C(CNC(=O)c2ccc3c(c2)OCO3)c2cccnc2)CC1 (stereo unspecified)	7%	0.0%	1%	5%	0%	5%	-5%	18%
Cc1ccc(Sc2ccc(C(=O)N(C)C)cc2[N+](=O)[O-])cc1	-13%	-0.7%[10.1 µM]	?	-13%	-15%	6%	-6%	-6%
CCc1ccc(NC(=O)COn2nnc3ccc(S(=O)(=O)N(C)C)cc32)cc1	15%	1.2%	?	-2%	-3%	-13%	-18%	-10%[46.1 µM]
O=C(CNCC1CCCCC1)Nc1cccc(S(=O)(=O)N2CCOCC2)c1	-6%	-2.9%	-11%	1%	21%	-3%	10%	-5%
COc1cccc(CNC(=O)CCC2CCCN(C(=O)c3cc(C)[nH]n3)C2)c1 (stereo unspecified)	9%	-0.3%	-5%	1%	-5%	8%	0%	3%
O=C(NCCn1cc(SCc2ccccc2)c2ccccc21)c1ccccc1F	-1%	-1.8%	4%	1%	-6%	-1%	?	-39%
COc1ccc2nc(NC(=O)CN(C)S(=O)(=O)c3cccs3)sc2c1	-7%	6.3%	-9%	6%	5%	?	?	-8%[46.1 µM]
O=[N+]([O-])c1c(NCCO)cc(N2CCN(Cc3ccc4c(c3)OCO4)CC2)c2nonc12	4%	0.0%	?	-3%	-4%	-7%	-5%	6%
Nc1cc(-c2ccccc2)nn1S(=O)(=O)c1ccc(F)cc1	-2%	-2.7%	3%	7%	6%	?	?	-5%[46.1 µM]
CCOc1cc(C2CC(=O)Nc3cc(C)c(C)cc32)ccc1O (stereo unspecified)	-5%	-1.0%	5%	1%	?	6%	-2%	-15%[46.1 µM]
CN(C)S(=O)(=O)c1cccc(-c2nnc3n2CCCCC3)c1	1%	0.2%	.	8%	-11%	.	8%	4%
O=c1oc(-c2cccs2)nc2ccc(Cl)cc12	-1%	6.0%	?	-6%	-15%	5%	-1%	-3%
Cc1ncsc1CCOC(=O)C12CC3CC(CC(C3)C1)C2	0%	0.0%	?	-9%	5%	-4%	-12%	-18%[46.1 µM]
COC(=O)c1ccccc1NC(=O)c1nc2nc(C)cc(C(F)F)n2n1	?	0.0%	?	-4%	-3%	4%	5%	-9%[46.1 µM]
CC(=O)NC(C)C12CC3CC(CC(CC(=O)O)(C3)C1)C2 (stereo unspecified)	1%	-1.6%	23%	-7%	7%	-7%	6%	-6%[46.1 µM]
O=C(NNS(=O)(=O)c1ccccc1C(F)(F)F)c1cc2ncc(C(F)(F)F)cc2s1	-4%	1.0%	6%	1%	28µM*	-2%	-5%	0%
Fc1ccc(F)c(NC(=S)NCCc2ccccc2)c1	-4%	1.4%	?	-16%	-9%	-6%	-19%	-15%
O=C1c2oc3ccccc3c(=O)c2C(c2cccc(Br)c2)N1Cc1ccco1 (stereo unspecified)	2%	10%	?	1%	8%	?	-3%	-18%[46.1 µM]
NC(=O)Cn1c(=O)n(CCc2ccccc2)c(=O)c2c3c(sc21)CCCC3	0%	2.1%	14%	-4%	-11%	2%	-8%	-6%[46.1 µM]

Only part of the results is shown; count on the stated rates, not on these rows.
